HT1080 IDH1KD tx – qHTS for induction of synthetic lethality in tumor cells producing 2HG: qHTS for the HT-1080-IDH1KD cell line; HT-1080 IDH1 knockdown viability, ATP luminescence, 48 h; Potency, µM (highest dose often 46.1 µM), for inactives: top-dose activity, negative = toxicity, most hits filed as cytotoxic; 2% of 360,000 active;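 also: 0% = DMSO wells and -100% = cell-free medium wells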
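Knockdown cells (IDH1KD HT-1080) received compounds 2 h after plating at 750 cells/well and were kept 48 h at 37 °C in 5% FBS RPMI. A CellTiter-Glo luminescence read gave % activity for curve fitting.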
GLP1R cytotox – qHTS of GLP-1 Receptor Inverse Agonists: Cytotox Screen. 0.13% of 410,000 active. AID 624418, 2012. HEK293 cAMP-luciferase reporter cells, luminescence, 24 h. Potency, µM (titrated, usually from 38.3 µM), for the others: at the highest dose activity change, negative = inhibition, actives largely listed as inhibitors;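 also: loss of luciferase light is scored as toxicity; % is scaled to controls: 0 for no effect and ±100 for the full control effect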
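Compound-treated cells are incubated 24 hr at 37 deg C under 5% CO2 after a 12 hour attachment period, then luciferase detection reagent is added and luminescence is measured following 12 min at room temperature; lowered signal indicates toxicity.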
SW480 rereplic – A quantitative high throughput screen for small molecules that induce DNA re-replication in SW480 colon adenocarcinoma cells; SW480 DNA re-replication, Hoechst DNA content imaging, 48 h; Potency, µM (titrated, usually from 46.1 µM), inactives show at the top dose re-replication activation, usual class: activators; 1.8% of 340,000 active; also: % of control where 0% means no effect; nearly all actives have a fitted effect of over 55% in size
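Compounds, transferred as 23 nL by pin tool, were incubated with cells for 48 hr; DNA content per nucleus was then quantified by Hoechst staining and fluorescence plate imaging.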
KB-V1 MDR tox – qHTS assay for MDR1-selective chemotherapeutics: Primary screen using the drug-selected MDR subline cells KB-V1 | KB-V1 MDR cells viability, CellTiter-Glo, 72 h | Potency, µM (titrated, usually from 46.1 µM), without a hit: top-dose activity change, negative = cytotoxicity, actives largely listed as cytotoxic | 3.4% of 400,000 active; also: % is scaled to controls: 0 for no effect and ±100 for the full control effect; nearly all actives have a fitted effect of over 60% in size
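KB-V1 cells (P-gp-expressing MDR subline of KB-3-1) in phenol-red-free DMEM with 10% FBS were exposed to library compounds over a concentration series for 72 h at 37 degrees C. Viability read by CellTiter-Glo luminescence; concentration-effect curves fitted after normalization.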
KB-3-1 cytotox – qHTS assay for MDR1-selective chemotherapeutics: Primary screen using the parental adenocarcinoma cell KB-3-1. 1.4% of 400,000 active. Potency, µM (top dose mostly 46.1 µM), for the others: top-dose activity change, negative = cytotoxic, usual class: cytotoxic. KB-3-1 viability, CellTiter-Glo ATP luminescence, 72 h. AID 1347075, 2019; also: % is scaled to controls: 0 for no effect and ±100 for the full control effect; nearly all actives have a fitted effect of over 60% in size
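Multi-concentration cytotoxicity screen in KB-3-1 cells grown in DMEM lacking phenol red with 10% FBS. After 72 h at 37 °C with compound, ATP-dependent luminescence was recorded.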
HT1080-NT tox – qHTS for induction of synthetic lethality in tumor cells producing 2HG: qHTS for the HT-1080-NT fibrosarcoma cell line; HT-1080-NT fibrosarcoma viability, CellTiter-Glo ATP luminescence, 48 h; Potency, µM (highest dose often 46.1 µM), for inactives: at the highest dose activity, negative = less viability, hits mostly cytotoxic; 1.6% of 360,000 active; AID 686970, 2013;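 also: NT is the 2HG producing partner of a matched IDH1 knockdown line; 0% = DMSO-treated cells and -100% = media-only wells without cells; nearly all actives have a fitted effect of over 55% in size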
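Viability by CellTiter-Glo luminescence after 48 h compound exposure at 37C of HT-1080-NT cells (750/well, RPMI, 5% FBS). % activity scaled between DMSO wells and medium-only wells, then curve-fitted and categorized by curve class.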
GLP1R inv ag – qHTS of GLP-1 Receptor Inverse Agonists (Inhibition Mode) | Glucagon-like peptide 1 receptor (Homo sapiens), P43220 | HEK293 GLP-1R CRE-luciferase, luminescence, 24 h; GLP-1R form is constitutively active | Potency, µM (series often up to 38.3 µM), for the others: at the highest dose activity change, negative = inhibition, most hits filed as inhibitors | 1.6% of 410,000 active; also: % is scaled to controls: 0 for no effect and ±100 for the full control effect; nearly all actives have a fitted effect of over 55% in size
Target sequence (P43220 whole entry, looked up): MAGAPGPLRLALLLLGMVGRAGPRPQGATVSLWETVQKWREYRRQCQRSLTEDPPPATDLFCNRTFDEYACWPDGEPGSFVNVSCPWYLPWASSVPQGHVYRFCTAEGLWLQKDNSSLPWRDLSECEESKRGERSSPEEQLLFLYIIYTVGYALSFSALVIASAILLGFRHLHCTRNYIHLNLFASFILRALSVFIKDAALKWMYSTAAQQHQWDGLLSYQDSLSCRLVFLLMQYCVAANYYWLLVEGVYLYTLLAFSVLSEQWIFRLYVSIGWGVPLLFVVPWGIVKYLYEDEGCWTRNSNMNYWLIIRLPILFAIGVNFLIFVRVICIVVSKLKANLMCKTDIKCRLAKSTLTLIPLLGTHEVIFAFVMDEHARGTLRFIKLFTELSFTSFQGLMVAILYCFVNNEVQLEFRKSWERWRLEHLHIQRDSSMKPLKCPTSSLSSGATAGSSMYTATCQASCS
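Cells are plated, allowed 12 hours at 37 deg C, then treated with compounds for 24 hr before luciferase detection reagent is added and luminescence is read after 12 min at room temperature. The HEK293 line carries constitutively active GLP-1R with a cAMP-responsive reporter.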
TDP-43 yeast inh – qHTS of TDP-43 Inhibitors; TDP-43 expressing yeast growth rescue, BacTiter-Glo, 24 h; Potency, µM (top dose mostly 46.1 µM), without a hit: top-dose growth rescue (activation), actives largely listed as activators; 1.8% of 410,000 active; also: % of control where 0% means no effect; nearly all actives have a fitted effect of over 50% in size
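Cell-based yeast growth screen: TDP-43 expression induced in galactose, inoculum OD600=0.02 after raffinose pregrowth to mid-log. Read-out BacTiter-Glo luminescence at 24 hr, 30 deg C; inhibition of toxicity seen as signal increase.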
GLP1R ag – qHTS of GLP-1 Receptor Agonists. Potency, µM (highest dose often 45.6 µM), for the others: at the top dose activation, usual class: activators. AID 624172, 2012. Glucagon-like peptide 1 receptor (Homo sapiens), P43220. HEK293 GLP-1R CRE-luciferase, luminescence, 4-6 h; cells express a hypersensitive GLP-1R form. 0.007% of 380,000 active; also: % of control where 0% means no effect
* = called active by the depositor; [ ] = dose if it differs, or a comment. Calls follow the shape of the dose curve; as a rule, active = well fitted curve in the direction sought with a large enough effect; inconclusive = small, poorly fitted or top-dose-only effect, or another doubt; inactive = no such curve, though single readings can be large; an effect the other way counts as inactive or inconclusive. Potency is read from the fitted curve at half-maximal effect.

CCOc1ccc(NC(=O)CC2CC(C)(C)OC2=O)cc1 (stereo not given) was read as HT1080 IDH1KD tx 8%, GLP1R cytotox -9%, SW480 rereplic -2%[9.22 µM], KB-V1 MDR tox 2%, KB-3-1 cytotox -1%, HT1080-NT tox 12%, GLP1R inv ag 17%, TDP-43 yeast inh 3% and GLP1R ag -5%.
`CCCOc1ccc(N2C(=O)CC(N3CCC(c4nncn4CC)CC3)C2=O)cc1` (stereo not given) gave HT1080 IDH1KD tx 18%, GLP1R cytotox 7%, SW480 rereplic -4%, KB-V1 MDR tox inconclusive, KB-3-1 cytotox 8%, HT1080-NT tox 18%, GLP1R inv ag 17%, TDP-43 yeast inh -76%[inhibitor] and GLP1R ag -3%.
For Cc1cccc(C(=O)NCC(=O)NC(C)c2ccc(-n3ccnc3)cc2)c1 (stereo not given) the results were HT1080 IDH1KD tx 1%, GLP1R cytotox 0%, SW480 rereplic -3%, KB-V1 MDR tox 1%, KB-3-1 cytotox -8%, HT1080-NT tox -7%, GLP1R inv ag -12%, TDP-43 yeast inh 10% and GLP1R ag 7%.
`COc1ccc(-n2ncc3c(NCc4ccc5c(c4)OCO5)ncnc32)cc1` gave HT1080 IDH1KD tx -18%, GLP1R cytotox -4%, SW480 rereplic -2%, KB-V1 MDR tox 13%, KB-3-1 cytotox 3%, HT1080-NT tox 4%, GLP1R inv ag -1%, TDP-43 yeast inh 0% and GLP1R ag -6%.
Screening CC1(C)CC(=O)c2c(O)cc(OCC(=O)NCCc3ccc(S(N)(=O)=O)cc3)cc2O1 returned HT1080 IDH1KD tx 0%, GLP1R cytotox 1%, SW480 rereplic -20%, KB-V1 MDR tox 27%, KB-3-1 cytotox 0%, HT1080-NT tox -1%, GLP1R inv ag -9%, TDP-43 yeast inh 3% and GLP1R ag 4%.
O=c1[nH]cnc(CN2CCCCC2)c1O was read as HT1080 IDH1KD tx 15%, GLP1R cytotox -11%, SW480 rereplic -5%, KB-V1 MDR tox 0%, KB-3-1 cytotox 14%, HT1080-NT tox inconclusive, GLP1R inv ag 14%, TDP-43 yeast inh -11% and GLP1R ag 0%.
Cc1cc(C)cc(NC(=O)CN2CCN(C(=O)c3cccs3)CC2)c1 was read as HT1080 IDH1KD tx 3%, GLP1R cytotox -2%, SW480 rereplic -3%, KB-V1 MDR tox -30%, KB-3-1 cytotox -2%, HT1080-NT tox 4%, GLP1R inv ag inconclusive, TDP-43 yeast inh -25% and GLP1R ag 6%.
`COc1cc(=O)n(C)c2cc(N(C)C)ccc12` gave HT1080 IDH1KD tx -5%, GLP1R cytotox 54%[activator], SW480 rereplic 0%, KB-V1 MDR tox -7%, KB-3-1 cytotox 0%, HT1080-NT tox -4%, GLP1R inv ag 56%[activator], TDP-43 yeast inh 6% and GLP1R ag 21%.
For CNc1snc(C)c1C(=O)OCC(=O)N(C)c1ccccc1 the results were HT1080 IDH1KD tx 1%, GLP1R cytotox -18%, SW480 rereplic -8%, KB-V1 MDR tox -29%, KB-3-1 cytotox 0%, HT1080-NT tox 12%, GLP1R inv ag -2%, TDP-43 yeast inh 0% and GLP1R ag 6%.
For O=S(=O)(Cc1ccccc1)N1CCCCCC1 the results were HT1080 IDH1KD tx 11%, GLP1R cytotox -9%, SW480 rereplic -4%, KB-V1 MDR tox 13%, KB-3-1 cytotox 15%, HT1080-NT tox 10%, GLP1R inv ag -11%, TDP-43 yeast inh -12% and GLP1R ag 1%.
COC(=O)c1ccc(C)c(NS(=O)(=O)c2cn(C)nc2C)c1 was read as HT1080 IDH1KD tx 0%, GLP1R cytotox 4%, SW480 rereplic 2%, KB-V1 MDR tox 1%, KB-3-1 cytotox 1%, HT1080-NT tox 3%, GLP1R inv ag 10%, TDP-43 yeast inh 15% and GLP1R ag -1%.
For COc1ccc(C2CC(=O)c3c(C)nc(N4CCN(c5ccccc5)CC4)nc3C2)cc1 (stereo not given) the results were HT1080 IDH1KD tx 1%, GLP1R cytotox 10%, SW480 rereplic 0%, KB-V1 MDR tox -16%, KB-3-1 cytotox 0%, HT1080-NT tox 12%, GLP1R inv ag 5%, TDP-43 yeast inh -12% and GLP1R ag 2%.
`COc1cccc(C(=O)N(Cc2cc3cc(C)ccc3[nH]c2=O)C(C)C)c1` gave HT1080 IDH1KD tx -6%, GLP1R cytotox 0%, SW480 rereplic 4%, KB-V1 MDR tox 3%, KB-3-1 cytotox 13%, HT1080-NT tox -2%, GLP1R inv ag 4%, TDP-43 yeast inh 8% and GLP1R ag 6%.
For COc1cccc(C(O)c2nc(-c3cccc(F)c3)cs2)c1 (stereo not given) the results were HT1080 IDH1KD tx -23%, GLP1R cytotox -5%, KB-V1 MDR tox 2%, KB-3-1 cytotox 0%, HT1080-NT tox -23%, GLP1R inv ag inconclusive, TDP-43 yeast inh 22µM* and GLP1R ag 9%.
CC(/C=N/NC(=O)Cn1nnc(N)n1)=C\c1ccc(C(C)C)cc1 was read as HT1080 IDH1KD tx -27%, GLP1R cytotox 20%, SW480 rereplic -36%[inhibitor], KB-V1 MDR tox 5%, KB-3-1 cytotox 15%, HT1080-NT tox -4%, GLP1R inv ag 80%[activator], TDP-43 yeast inh -22% and GLP1R ag 9%.
Screening COc1cc2ccc(C(C)=O)cc2cc1OC returned HT1080 IDH1KD tx -11%, GLP1R cytotox 1%, KB-V1 MDR tox 2%, KB-3-1 cytotox 0%, HT1080-NT tox -11%, GLP1R inv ag 87%[activator], TDP-43 yeast inh 0% and GLP1R ag -3%.
Screening COC(=O)c1ccccc1NC(=O)CSc1nnc2cc(C)c3cc(C)cc(C)c3n12 returned GLP1R cytotox -6%, KB-V1 MDR tox -16%, KB-3-1 cytotox 8%, GLP1R inv ag 8% and TDP-43 yeast inh 0%.
`CC1=C(C(=O)N(C)C)CC(CC(=O)NC2CCCC2)C(=O)N1Cc1ccccc1` (stereo not given) gave HT1080 IDH1KD tx 1%, GLP1R cytotox -8%, KB-V1 MDR tox -9%, KB-3-1 cytotox 14%, HT1080-NT tox 11%, GLP1R inv ag 15%, TDP-43 yeast inh 4% and GLP1R ag 10%.
COc1cccc(C(=O)Oc2c(CN3CCOCC3)cc(Cl)c3cccnc23)c1 was read as HT1080 IDH1KD tx 12µM*, GLP1R cytotox -11%, SW480 rereplic 26%, KB-V1 MDR tox 7.3µM*, KB-3-1 cytotox inconclusive, HT1080-NT tox inconclusive, GLP1R inv ag -14%, TDP-43 yeast inh 4% and GLP1R ag 7%.
`Cc1ccc(S(=O)(=O)c2nc(C)oc2N2CCOCC2)cc1` gave HT1080 IDH1KD tx 7%, GLP1R cytotox 6%, SW480 rereplic -79%[inhibitor], KB-V1 MDR tox 22%, KB-3-1 cytotox 9%, HT1080-NT tox -15%, GLP1R inv ag 3%, TDP-43 yeast inh -4% and GLP1R ag 0%.
For CCCCNC(=O)C[C@@H]1C[C@@]2(C(=O)OC)CCCCC=C2N(Cc2ccco2)C1=O the results were HT1080 IDH1KD tx 6%, GLP1R cytotox 3%, KB-V1 MDR tox -10%, KB-3-1 cytotox 8%, HT1080-NT tox 4%, GLP1R inv ag 6%, TDP-43 yeast inh 18% and GLP1R ag 9%.
Screening COn1c(-c2ccccc2)nc2c1CCc1nonc1-2 returned HT1080 IDH1KD tx 10%, GLP1R cytotox 19%, SW480 rereplic -6%, KB-V1 MDR tox 6%, KB-3-1 cytotox 5%, HT1080-NT tox 8%, GLP1R inv ag 22%, TDP-43 yeast inh 3% and GLP1R ag 1%.
CC(Oc1ccc2c(c1)oc(=O)c1ccccc12)C(=O)NCCN1CCOCC1 (stereo not given) was read as HT1080 IDH1KD tx -14%, GLP1R cytotox -4%, SW480 rereplic -8%, KB-V1 MDR tox -5%, KB-3-1 cytotox 12%, HT1080-NT tox 0%, GLP1R inv ag 33%[activator], TDP-43 yeast inh 2% and GLP1R ag 16%.
CCCn1c(SCC(=O)N2CCN(C(C)=O)CC2)nc2sc3c(c2c1=O)CCC3 was read as HT1080 IDH1KD tx -7%, GLP1R cytotox 1%, SW480 rereplic inconclusive, KB-V1 MDR tox -3%, KB-3-1 cytotox -2%, HT1080-NT tox -14%, GLP1R inv ag 95%[activator], TDP-43 yeast inh 8% and GLP1R ag 15%.
`Cn1nnnc1SCc1nc2scc(-c3ccccc3)c2c(=O)[nH]1` gave HT1080 IDH1KD tx -1%, GLP1R cytotox -11%, SW480 rereplic -5%, KB-V1 MDR tox 0%, KB-3-1 cytotox -1%, HT1080-NT tox -2%, GLP1R inv ag -2%, TDP-43 yeast inh 8% and GLP1R ag 4%.
`CC(Sc1nc2c(c(=O)n(C)c(=O)n2C)n1Cc1cc2c(cc1Cl)OCO2)C(=O)O` (stereo not given) gave HT1080 IDH1KD tx 13%, GLP1R cytotox -19%, SW480 rereplic -3%, KB-V1 MDR tox 5%, KB-3-1 cytotox -7%, HT1080-NT tox 6%, GLP1R inv ag -1%, TDP-43 yeast inh -12% and GLP1R ag -11%.

Not a hit list; any-hit rate near 9.4%.
